EZH2 inh: blocks human EZH2/PRC2 H3K27 methylation; actives 0.35% (n = 57,000); DELFIA TRF, 1 h; inhibition, % at 12.5 µM; Q15910; AID 651548;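 active means mean inhibition of replicates at least 50% and every single replicate also reaching 50%; inconclusive means mean inhibition at least 50% but some replicate falls below 50%; inactive means mean inhibition under 50%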;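 further: dimethyl H3K27 on biotinylated H3 21-44 peptide detected by antibody; plate controls were median neutral control wells for no effect and median positive control wells for full effect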
Target sequence (Q15910 whole entry, looked up): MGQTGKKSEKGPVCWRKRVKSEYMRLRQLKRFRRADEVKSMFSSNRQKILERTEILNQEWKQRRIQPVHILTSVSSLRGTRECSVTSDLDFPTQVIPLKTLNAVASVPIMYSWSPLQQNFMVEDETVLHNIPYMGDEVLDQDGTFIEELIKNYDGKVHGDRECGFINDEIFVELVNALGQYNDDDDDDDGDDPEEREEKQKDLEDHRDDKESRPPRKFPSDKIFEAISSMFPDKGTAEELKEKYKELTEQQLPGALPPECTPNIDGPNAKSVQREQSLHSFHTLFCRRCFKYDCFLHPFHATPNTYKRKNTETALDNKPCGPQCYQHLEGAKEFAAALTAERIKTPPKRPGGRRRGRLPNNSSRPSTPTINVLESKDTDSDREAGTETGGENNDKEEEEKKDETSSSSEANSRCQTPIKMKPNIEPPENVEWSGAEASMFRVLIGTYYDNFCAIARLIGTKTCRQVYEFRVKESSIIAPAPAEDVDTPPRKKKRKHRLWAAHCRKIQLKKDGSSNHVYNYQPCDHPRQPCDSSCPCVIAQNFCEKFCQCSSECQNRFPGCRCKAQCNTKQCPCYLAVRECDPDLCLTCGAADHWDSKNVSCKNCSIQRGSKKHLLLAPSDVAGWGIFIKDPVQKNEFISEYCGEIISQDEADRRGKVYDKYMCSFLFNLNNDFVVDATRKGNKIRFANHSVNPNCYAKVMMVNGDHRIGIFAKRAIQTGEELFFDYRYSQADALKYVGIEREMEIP
IDH1 mut inh: inhibitors of human IDH1 R132H; O75874; IDH1 R132H reductase, diaphorase/resazurin fluorescence, 60 min; inhibition, % at 10 µM; actives 0.18% (n = 70,000); AID 624101; in the data active means inhibition above about 34%; inconclusive means no clear call, values can overlap the other calls; inactive means below about 11%;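 further: 0% = DMSO and 100% = no enzyme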
Numbers without * were called inactive; ? = inconclusive; . = no result given; & = joins results of further samples.

SMILES | EZH2 inh | IDH1 mut inh
C[C@@H]1CCCCO[C@@H](CN(C)Cc2ccncc2)[C@H](C)CN([C@@H](C)CO)C(=O)c2cc(NS(=O)(=O)c3ccc(F)cc3)ccc2O1 | . | 3.2
C=CC(C)(C)[C@@]12CC(=O)C(=O)N3/C(=C/c4cnc[nH]4)C(=O)N[C@]31N(OC)c1ccccc12 | . | 25.9&29.6
C[C@H]1CN([C@@H](C)CO)S(=O)(=O)c2ccc(C#Cc3cccc(F)c3)cc2O[C@@H]1CN(C)S(=O)(=O)c1ccccc1F | 0.6 | 0.4
COc1ccccc1-c1cccc(-c2nc(C(=O)N3CCCCC3)cc3c2[C@@H](CCO)N([S@](=O)C(C)(C)C)C3)c1 | 9.8 | 0.4
CC(C)NC(=O)Nc1cccc2c1O[C@H](CN(C)Cc1ccc(C(F)(F)F)cc1)[C@@H](C)CN([C@@H](C)CO)C2=O | . | -1.8
C=C(C(=O)O)C1CCC2(C)CCCC(C)(O)C2C1 (stereo not drawn) | . | 2.0
C[C@@H]1CN([C@H](C)CO)C(=O)c2cc(C#C[C@@H](C)O)cnc2O[C@H]1CN(C)C(=O)Nc1ccc(F)cc1 | -0.3 | -1.5
Cc1noc(C)c1NC(=O)N(C)C[C@@H]1Oc2ccc(NC(=O)Cc3ccccc3)cc2C(=O)N([C@H](C)CO)C[C@@H]1C | 4.0 | -0.4
C[C@H]1CN([C@@H](C)CO)C(=O)Cc2cc(NC(=O)Nc3ccccc3)ccc2O[C@H]1CN(C)C(=O)Nc1ccc(F)cc1 | . | -0.8
O=C(COc1ccc([N+](=O)[O-])cc1)Nc1ccccc1-c1nc2ccccc2s1 | 6.9 | -0.2
C[C@@H]1CN([C@H](C)CO)S(=O)(=O)c2ccc(C#CC3CC3)cc2O[C@@H]1CN(C)Cc1cncnc1 | -0.5 | .
O=C1c2ccccc2C(Nc2ccc(S(=O)(=O)N3CCOCC3)cc2)N1Cc1ccccc1Cl (stereo not drawn) | -8.5 | 1.6
Cc1c2oc3c(C)ccc(C(=O)NC4C(=O)NC(C(C)C)C(=O)N5CCCC5C(=O)N(C)CC(=O)N(C)C(C(C)C)C(=O)OC4C)c3nc-2c(C(=O)NC2C(=O)NC(C(C)C)C(=O)N3CCCC3C(=O)N(C)CC(=O)N(C)C(C(C)C)C(=O)OC2C)c(N)c1=O (stereo not drawn) | . | -3.0
CC(C)CC#Cc1cnc2c(c1)C(=O)N([C@H](C)CO)C[C@@H](C)[C@@H](CN(C)C(=O)c1ccccc1F)O2 | 10.1 | -1.9
C[C@H]1CN([C@@H](C)CO)C(=O)Cc2cc(NC(=O)C3CCCCC3)ccc2O[C@H]1CN(C)S(=O)(=O)c1ccc(Cl)cc1 | . | 1.6
COc1cccc(-c2ccc3c(c2)O[C@@H](CN(C)Cc2cncnc2)[C@H](C)CN([C@@H](C)CO)S3(=O)=O)c1 | -16.0 | -0.3
C[C@H]1CN([C@@H](C)CO)C(=O)Cc2cc(NC(=O)CCN3CCOCC3)ccc2O[C@@H]1CN(C)S(=O)(=O)c1cccs1 | . | 2.1
Cc1ncc(CO)c(/C=N/NC(=O)CCCCCCC(=O)O)c1O | -7.3 | .
O=C(NCc1nc2ccccc2[nH]1)C1=C[C@H](c2csc3ccccc23)C[C@H](OCCCCO)O1 | -2.2 | .
O=C(CCc1nc2ccccc2[nH]c1=O)OCc1c(F)cccc1Cl | -0.3 | -0.3
Cc1cc(C(=O)Nc2cccc3c2O[C@H](CN(C)CC2CC2)[C@H](C)CN([C@H](C)CO)C3=O)n(C)n1 | . | 1.0
O=C(Nc1ccc(Cl)c(Cl)c1)N[C@@H]1CC[C@@H](CCNC(=O)c2ccc(F)cc2)O[C@@H]1CO | 10.0 | -0.2
Cc1cc(OC(C)c2nc(-c3nonc3N)no2)ccc1Cl (stereo not drawn) | 24.4 | -0.3
COc1ccccc1-c1cc(=O)c2c(O[C@@H]3O[C@H](CO)[C@@H](O)[C@H](O)[C@H]3O)cc(OC)c(OC)c2o1 | . | -1.0
Cc1noc(C)c1S(=O)(=O)N(C)C[C@H]1Oc2ccc(NC(=O)CCCN(C)C)cc2C(=O)N([C@H](C)CO)C[C@H]1C | . | -0.6
CCCC#Cc1ccc2c(c1)O[C@H](CN(C)Cc1ccncc1)[C@H](C)CN([C@H](C)CO)S2(=O)=O | . | 13.9
C[C@H](CO)N1C[C@H](C)[C@@H](CN(C)CC2CC2)Oc2cc(-c3ccc(F)cc3)ccc2S1(=O)=O | . | -1.8
CO[C@@H]1CN(C)C(=O)c2ccc(NC(=O)C3CCOCC3)cc2OC[C@H](C)N(C(C)=O)C[C@@H]1C | 8.2 | 0.2
CCCNC(=O)N[C@@H]1CC[C@H](CCn2cc(C3CC3)nn2)O[C@@H]1CO | -7.0 | 0.1
CO[C@H]1CN(C)C(=O)c2ccc(NC(=O)NC(C)C)cc2OC[C@@H](C)N(Cc2ccccc2)C[C@H]1C | -4.2 | 0.1

Quoted at random: seven compounds from above
SMILES | EZH2 inh | IDH1 mut inh
C[C@H]1CN([C@@H](C)CO)C(=O)Cc2cc(NC(=O)CCN3CCOCC3)ccc2O[C@@H]1CN(C)S(=O)(=O)c1cccs1 | . | 2.1
Cc1cc(C(=O)Nc2cccc3c2O[C@H](CN(C)CC2CC2)[C@H](C)CN([C@H](C)CO)C3=O)n(C)n1 | . | 1.0
Cc1noc(C)c1S(=O)(=O)N(C)C[C@H]1Oc2ccc(NC(=O)CCCN(C)C)cc2C(=O)N([C@H](C)CO)C[C@H]1C | . | -0.6
CCCNC(=O)N[C@@H]1CC[C@H](CCn2cc(C3CC3)nn2)O[C@@H]1CO | -7.0 | 0.1
Cc1ncc(CO)c(/C=N/NC(=O)CCCCCCC(=O)O)c1O | -7.3 | .
C[C@H](CO)N1C[C@H](C)[C@@H](CN(C)CC2CC2)Oc2cc(-c3ccc(F)cc3)ccc2S1(=O)=O | . | -1.8
COc1ccccc1-c1cc(=O)c2c(O[C@@H]3O[C@H](CO)[C@@H](O)[C@H](O)[C@H]3O)cc(OC)c(OC)c2o1 | . | -1.0

Next results follow:
SMILES | EZH2 inh | IDH1 mut inh
CCC(=O)Nc1ccc2c(c1)C(=O)N(C)C[C@H](OC)[C@H](C)CN(C(=O)Cc1ccccn1)[C@H](C)CO2 | 2.7 | 0.0
CCC(=O)Nc1ccc2c(c1)C(=O)N(C)C[C@H](OC)[C@@H](C)CN(Cc1nccs1)[C@@H](C)CO2 | 2.4 | -0.1
CS(=O)(=O)Nc1ccc2c(c1)[C@@H]1C[C@@H](CC(=O)NCc3ccccc3F)O[C@@H](CO)[C@@H]1O2 | -0.7 | -3.0
C[C@H]1CN([C@@H](C)CO)C(=O)Cc2cc(NC(=O)CCCCCC(=O)Nc3ccccc3N)ccc2O[C@@H]1CN(C)CC1CCCCC1 | -13.7 | .
CO[C@H](CN(C)S(=O)(=O)c1ccc(F)cc1)[C@@H](C)CN(C(=O)Nc1ccccc1F)[C@@H](C)CO | 12.2 | 0.0
C[C@@H]1CN([C@H](C)CO)C(=O)c2cc(C#Cc3cccnc3)cnc2O[C@H]1CN(C)Cc1ccc(F)cc1 | -2.9 | 0.6
O=C(C[C@H]1C=C[C@H](NC(=O)c2ccccc2)[C@H](CO)O1)NCc1ccncn1 | -1.7 | 0.2
O=C(Nc1ccc(F)cc1)N[C@@H]1CC[C@@H](CC(=O)N2CCOCC2)O[C@H]1CO | 0.6 | -0.1
CO[C@H]1CN(C)C(=O)c2ccc(NC(=O)C3CC3)cc2OC[C@H](C)N(C(=O)c2cccnc2)C[C@@H]1C | 7.6 | 0.2
O=C(COc1ccc(Br)cc1)Nc1cccc(NC(=O)c2ccc(Cl)cc2Cl)c1 | 4.9 | 0.1
C[C@H](CO)N1C[C@H](C)[C@@H](CN(C)Cc2ccc(C(=O)O)cc2)Oc2c(NC(=O)c3nc4ccccc4s3)cccc2C1=O | . | -9.9
CO[C@H]1CN(C)C(=O)c2cc(NS(=O)(=O)c3ccc(C)cc3)ccc2OC[C@@H](C)N(C(=O)NC(C)C)C[C@@H]1C | 2.3 | -0.3
CO[C@H]1CN(C)C(=O)c2ccc(NC(C)=O)cc2OC[C@H](C)N(Cc2nccs2)C[C@H]1C | -6.6 | ?
C[C@H]1CN([C@@H](C)CO)C(=O)c2cccc(NC(=O)Nc3ccc(F)cc3)c2O[C@@H]1CN(C)C(=O)NC1CCCCC1 | 3.2 | 1.8
C[C@H]1CN([C@@H](C)CO)C(=O)c2cccc(NC(=O)c3ccncc3)c2O[C@@H]1CN(C)Cc1ccncc1 | 1.6 | .
CN(CC(=O)Nc1cccnc1)S(=O)(=O)c1ccccc1 | -6.5 | 0.2
COc1ccc(OCC(=O)Nc2cc(-c3nc4ccccc4o3)ccc2C)cc1 | 7.9 | -0.1
CC1(C)Cc2c(sc3nc(SCC(=O)c4ccc(Cl)cc4)nc(N)c23)CS1 | -7.6 | -0.2
CCC(=O)N(C)C[C@H]1Oc2cc(/C=C/c3ccccc3)ccc2S(=O)(=O)N([C@@H](C)CO)C[C@@H]1C | -10.2 | -1.8
O=C(C[C@@H]1C[C@@H]2c3cc(NC(=O)Nc4ccc(C(F)(F)F)cc4)ccc3O[C@@H]2[C@@H](CO)O1)NCc1cc(F)ccc1F | -11.9 | -0.2
CNC[C@H]1OCCCC[C@@H](C)Oc2ccc(N)cc2C(=O)N([C@@H](C)CO)C[C@@H]1C | -0.4 | 1.3
CN1c2ccccc2Oc2nnc(N3CCN(c4ccccc4)CC3)cc21 | -5.2 | 1.2
Cc1ccc(S(=O)(=O)Nc2ccc3c(c2)C(=O)N([C@@H](C)CO)C[C@H](C)[C@H](CN(C)C(=O)Nc2c(C)noc2C)O3)cc1 | . | 1.3
COc1ccc(CN(C)C[C@@H]2OCCCC[C@H](C)Oc3ccc(NC(=O)NC(C)C)cc3C(=O)N([C@@H](C)CO)C[C@H]2C)cc1 | 0.7 | .
C[C@@H]1CN([C@H](C)CO)C(=O)CCCn2nncc2CO[C@@H]1CN(C)C(=O)c1cc(-c2ccccc2)on1 | 0.6 | -2.1
C[C@@H]1CN([C@H](C)CO)C(=O)c2cccc(NC(=O)C3CCOCC3)c2O[C@H]1CN(C)CC1CC1 | 14.7 | 0.3
C[C@@H]1CN([C@@H](C)CO)C(=O)c2cc(NC(=O)NC3CCCCC3)ccc2O[C@@H]1CN(C)S(C)(=O)=O | -2.6 | 4.1
O=C(C[C@@H]1C=C[C@H](NS(=O)(=O)c2ccc(F)cc2)[C@H](CO)O1)NC1CCCCC1 | 1.9 | -0.2
C=CCOC(=O)C1=C[C@H](c2csc3ccccc23)C[C@H](OCCCCO)O1 | 16.1 | .
CS(=O)(=O)N(CC(=O)Nc1ccc(Br)cc1)c1cc(Cl)cc(Cl)c1 | 11.0 | 0.1
O=C(C[C@@H]1C=C[C@@H](NC(=O)Nc2ccc3c(c2)OCO3)[C@@H](CO)O1)NCc1ccccc1 | -4.6 | 0.2
C[C@H](CO)N1C[C@H](C)[C@H](CN(C)S(=O)(=O)c2cccc(F)c2)OCc2cnnn2CCCC1=O | -1.9 | 0.2
COc1ccc(S(=O)(=O)N(C)C[C@@H]2Oc3ccc(NC(=O)Nc4ccc5c(c4)OCO5)cc3C(=O)N([C@@H](C)CO)C[C@H]2C)cc1 | . | -0.5
CC(C)NC(=O)Nc1ccc2c(c1)CC(=O)N([C@@H](C)CO)C[C@@H](C)[C@H](CN(C)C(=O)NC(C)C)O2 | 14.1 | 0.3
O=C(C[C@@H]1C[C@H]2c3cc(NS(=O)(=O)c4ccc(F)cc4)ccc3O[C@H]2[C@H](CO)O1)NCc1ccccc1F | 4.3 | 0.9
Cn1c(=O)c([N+](=O)[O-])c(NCc2ccco2)c2ccccc21 | -10.5 | 0.3
Cc1ccc(-c2ccc3c(c2)O[C@H](CN(C)C(=O)C2CC2)[C@H](C)CN([C@H](C)CO)S3(=O)=O)cc1 | 0.4 | .
C[C@@H]1CN([C@@H](C)CO)S(=O)(=O)c2ccc(Br)cc2O[C@@H]1CN(C)S(=O)(=O)c1cn(C)cn1 | 9.2 | .
Cc1ccc(S(=O)(=O)N(C)C[C@H]2Oc3ccc(NC(=O)Nc4c(C)noc4C)cc3C(=O)N([C@H](C)CO)C[C@H]2C)cc1 | . | -2.1
C=Cc1ccc(O[C@@H]2O[C@H](CO[C@@H]3O[C@@H](C)[C@H](O)[C@@H](O)[C@H]3O)[C@@H](O)[C@H](O)[C@H]2O)cc1 | 87.2* | -0.3
CNC[C@H]1Oc2ccc(NC(=O)Cn3cnnn3)cc2C(=O)N([C@H](C)CO)C[C@@H]1C | . | 6.0
COc1ccc(NC(=O)Nc2ccc3c(c2)C(=O)N([C@@H](C)CO)C[C@H](C)[C@@H](CN(C)C(=O)C2CCCCC2)OCCCC[C@H](C)O3)cc1 | . | 1.9
C[C@H](CO)N1C[C@H](C)[C@H](CN(C)C)Oc2ncc(C#CC3(O)CCCC3)cc2C1=O | 0.2 | 0.1
CCc1ccc2oc(-c3cccc(NC(=O)COc4ccccc4)c3)nc2c1 | 26.0 | 0.1
COCC#Cc1cnc2c(c1)C(=O)N([C@@H](C)CO)C[C@@H](C)[C@@H](CN(C)C(=O)CCN1CCCCC1)O2 | 10.5 | 0.2
CCC(Sc1nnc(-c2ccccc2)n1-c1ccccc1)C(=O)Nc1ccc(Cl)cc1 (stereo not drawn) | 18.2 | 0.2
O=C(N[C@H]1CC[C@@H](CCNS(=O)(=O)c2ccc(F)cc2)O[C@H]1CO)c1cnccn1 | 2.2 | -0.1

Full records, quoted from the list:
Results for CC(C)NC(=O)Nc1ccc2c(c1)CC(=O)N([C@@H](C)CO)C[C@@H](C)[C@H](CN(C)C(=O)NC(C)C)O2 : EZH2 inh: 14.1; IDH1 mut inh: 0.3
Results for O=C(N[C@H]1CC[C@@H](CCNS(=O)(=O)c2ccc(F)cc2)O[C@H]1CO)c1cnccn1 : EZH2 inh: 2.2; IDH1 mut inh: -0.1

Screening results: PubChem BioAssay, Broad Institute

These rows are one share of the data, so the mix of outcomes need not match the whole.
